Screening results as filed in PubChem BioAssay.
S3 lipid droplet – qHTS Assay for Lipid Storage Modulators in Drosophila S3 Cells. Drosophila S3 cells, BODIPY lipid droplet fluorescence, 18-24 h; cells fed with added oleic acid. lipid storage change, negative = inhibition, % at the top dose, mostly 46.1 µM; hits show Potency in µM. actives 0.64% (n = 320,000). AID 2685; active = well fitted inhibition curve with a large enough effect in the signal ratio, with a control signal flat, not every such curve was filed as active; inconclusive = small, poorly fitted or top-dose-only effect, or effect the other way, or a change in a side signal; the % refers to the signal ratio
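Drosophila S3 cells got compounds at several concentrations plus oleic acid (400 uM solution). Laser-scanning cytometry with 488 nm excitation read lipid droplets at 500-530 nm and cells at 575-640 nm. Percent activity was relative to 20 uM Triacsin C.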
S3 lipid droplet cell count max – further read-out of S3 lipid droplet, marked with its call; cell number change, %; measured here: cell count max response;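 cells counted by Cell Tracker Red CMTPX staining in the red channel; peak over a dose series mostly up to 46.1 µM; percent activity relative to internal control wells on each plate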
An asterisk follows results filed as active; i = inactive; u = inconclusive; x = not tested or not shown; [ ] = remark or other dose. % is scaled to controls: 0 for no effect and ±100 for the full control effect; potency is read from the fitted curve at half-maximal effect. These rows are one share of the data; count on the stated rates, not on these rows.

SMILES	S3 lipid droplet	S3 lipid droplet cell count max
O=C(Nc1nnc(-c2ccc(Cl)cc2)o1)c1cccc(N2C(=O)CCC2=O)c1	3%	-10
CCN(C(=S)NCc1ccccc1)c1ccccc1	-9%	6
CSc1nc2sc(-c3ccccc3)cc2c(=O)n1N	-9%	1
Cc1ccc(S(=O)(=O)NCC(=O)N(c2ccccc2)C(C(=O)NCc2ccccc2)c2ccco2)cc1 (stereo not drawn)	u	x
O=[N+]([O-])c1cc(C(F)(F)F)cc([N+](=O)[O-])c1N1CCCNCC1	0%	-8
CC1CCCCC12NC(=O)N(CC(=O)N1CCN(S(=O)(=O)c3ccc4c(c3)CCC4)CC1)C2=O (stereo not drawn)	u	x
C=CCn1c(SCC(=O)NC2CCCC2)nc2c([nH]c3ccccc32)c1=O	u	x
COc1ccc(CNC(=O)COC(=O)C2CCN(S(=O)(=O)c3ccccc3C(F)(F)F)CC2)cc1	-19%	0
COc1ccc(S(=O)(=O)N2CCOCC2)cc1NC(=O)CSc1ncnc2ccccc12	-29%	-30
CCc1nnc(NC(=O)CSc2nnnn2-c2cccc(C(=O)OC)c2)s1	i	14
Cc1cc(=O)[nH]c(Sc2c(-c3ccccc3)c3ccccc3[nH]c2=O)n1	-10%	25
CCN(Cc1ccccc1)C(=O)COC(=O)CNC(=O)c1ccc(C)s1	u	x
CCOc1ccc(NC(=O)CN(C)c2nnnn2-c2ccccc2)cc1OCC	24%	-9
O=C(NCc1cccnc1)C(=O)N/N=C/c1ccc([N+](=O)[O-])cc1	u	x
COc1ccc(NC(=S)N2CCc3ccccc3C2)cc1	u	x
CC(C)c1cc(C(N)=O)c(NC(=O)c2cccc(COc3ccc(Cl)cc3)c2)s1	u	x
O=C(Nc1cccc(Cl)c1)N1CCc2ccccc2C1	u	x
CCN(CC)S(=O)(=O)c1ccc(N2CCOCC2)c(NC(=O)COc2ccc(Cl)cc2)c1	u	x
Cc1cc(/C=C2/C(=N)N3C(=NC2=O)SN=C3S(C)(=O)=O)c(C)n1-c1ccc(F)cc1	u	x
O=C(CCc1nc(-c2ccc(Cl)cc2)no1)NC1CCCC1	i	x
COc1ccccc1/C=N/n1nnnc1N	i	x
CC(CCc1ccccc1)NC(=O)CC(C)c1ccccc1 (stereo not drawn)	u	x
COCCN1CCN(C(=O)C2CCC(=O)N(Cc3ccc(Cl)cc3)C2)CC1 (stereo not drawn)	-8%	-20
O=C(O)c1ccc(Nc2nc3ccccc3nc2NS(=O)(=O)c2ccc(F)cc2)cc1	u	x
COC(=O)c1ccc(C(=O)OC)c(NC(=O)CN(C)Cc2cccc(Cl)c2Cl)c1	u	x
NC(=O)c1cc(S(=O)(=O)NCc2ccc(F)cc2)cs1	i	-10
CCN(CC)CC(O)CN1C(=O)NC(C)(C)C1=O (stereo not drawn)	-9%	-4
CNC(=S)Nc1cc(C)ccc1OC(F)F	-1%	13
Cc1c(C(=O)N2CCOCC2)c(S(=O)(=O)Nc2ccc(C(C)C)cc2)c(C)n1C	u	x
O=C(c1ccc(N2CCCCS2(=O)=O)cc1)N1CCN(c2ccccc2F)CC1	u	x
Cc1ccccc1OCC(=O)OCC(=O)Nc1ccc(S(N)(=O)=O)cc1	u	x
O=C(N/N=C/c1ccc2c(c1)OCO2)c1cc(-c2ccncc2)nc2ccccc12	u	x
CCN1CCCC1CNC(=O)C(=O)Nc1ccccc1OC (stereo not drawn)	-10%	0
O=C(O)c1oc2ccccc2c1CSc1ccccn1	u	x
Cc1cc(S(=O)(=O)N2CCN(c3ccccc3F)CC2)ccc1-n1cnnn1	u	x
COc1ccccc1OCC(=O)Nc1ccc(S(=O)(=O)Nc2nccs2)cc1	u	x
O=C(CCCSc1nc2ccccc2c(=O)[nH]1)c1ccc(F)cc1	u	x
CSc1nc(N2CCOCC2)c2ccccc2n1	u	x
NC(=S)N/N=C/c1ccc(C23CC4CC(CC(C4)C2)C3)cc1	u	x
O=C(NNc1c([N+](=O)[O-])cc(C(F)(F)F)cc1[N+](=O)[O-])c1ccco1	u	x
COc1ccc(S(=O)(=O)N2CCOCC2)cc1C(=O)Nc1cc(C)on1	u	x
Cc1ccc(-n2c(O)c(C=Nc3cc(C)on3)c3ccccc3c2=O)c(C)c1	-10%	-11
CCc1nnc2n1N=C(c1ccc(OC)cc1)CS2	-8%	-18
CCn1c(SCC(N)=O)nnc1-c1cc2c(C)nn(-c3ccccc3)c2s1	12%	-5
CCCC(=O)n1nc(-c2ccc(OC)cc2)nc1N	22%	-7
O=C1C2C(C(=O)N1/N=C/c1cc([N+](=O)[O-])c(O)cc1O)C1C=CC2C12CC2 (stereo not drawn)	u	x
COc1ccc(C)cc1NC(=O)n1ncc2c(C)cccc21	-11%	x
O=C(NNC(=S)NC1CCCCC1)c1ccc(Cl)s1	8%	4
O=C(OCCCN=C1NS(=O)(=O)c2ccccc21)c1ccc([N+](=O)[O-])cc1	21%	7
Cc1n[nH]c(=S)n(NC(=O)CC(=O)Nn2c(=S)[nH]nc(C)c2=O)c1=O	u	x
Cc1ccc(NC(=O)c2nc[nH]c2C(=O)N[C@@H](C)C(=O)OC(C)(C)C)cc1	u	x
CCc1ccc(/C=N/NC(=O)c2cc(C)on2)s1	u	x
C(=N\N=C\c1cccnc1)/c1cccnc1	u	x
CCC1CCCCN1C(=O)CN1C(=O)CSC1=O (stereo not drawn)	9%	-10
CCC1=NN2C(=N)/C(=C/c3c(C)nn(-c4ccccc4)c3Cl)C(=O)N=C2S1	u	x
Cc1cccc(C)c1NC(=O)C(Cl)=C(Cl)Cl	u	x
CCOc1ccc(/C=N/OCC(=O)NCc2ccc3c(c2)OCO3)cc1OC	5%	7
CCN(CC(=O)Nc1ccc(NC(C)=O)cc1)C(=O)/C=C/c1c(C)nn(-c2ccc(F)cc2)c1Cl	u	x
Cc1cccc(NC(=O)c2ccc(COc3ccc(Cl)cc3Cl)o2)n1	u	x
Cc1cccc(N2CCN(C(=O)c3cc(S(=O)(=O)N(C)C)ccc3N3CCCC3)CC2)c1C	i	x
(more compounds)
SMILES	S3 lipid droplet	S3 lipid droplet cell count max
CC(C)(C)N1CC(C(=O)Nc2ccc(C#N)cc2)CC1=O (stereo not drawn)	u	x
c1cc2c(cc1Oc1nc(N3CCOCC3)nc(N3CCOCC3)n1)OCO2	u	x
CN1CCN(C(=O)c2ccc3c(c2)N(C)C(=O)/C(=C/c2cccc(Cl)c2)S3)CC1	u	x
COc1cccc(C2CC(C(F)(F)F)n3nc(C(=O)Nc4c(C)n(C)n(-c5ccccc5)c4=O)cc3N2)c1 (stereo not drawn)	u	x
COC(=O)c1sc(C(C)(C)C)cc1CS(=O)(=O)c1ccccn1	-1%	11
CC(=O)N(C)c1ccc(NCc2cc(=O)oc3cc(C)c(O)cc23)cc1	2%	4
COc1ccc(S(=O)(=O)NC(C)C(=O)NCc2cccnc2)cc1C (stereo not drawn)	i	x
Cc1onc(-c2ccccc2)c1C(=O)Nc1c(C)n(C)n(-c2ccccc2)c1=O	3%	19
CC(=NC1CCCCC1)C1=C(O)c2ccccc2C1=O	0%[9.22 µM]	3
O=C(Nc1ccccc1)c1ccc(-c2ccccc2C(F)(F)F)o1	u	x
C=CCn1c(O)c(C=Nc2ccc(Cc3ccncc3)cc2)c(=O)[nH]c1=S	12%	2
Cc1ccc(N2CCCn3c2nc2c3c(=O)n(CCN3CCOCC3)c(=O)n2C)cc1	u	x
CCCC(=O)OCC(=O)Nc1cc(Cl)ccc1[N+](=O)[O-]	13%	1
COc1ccc(C(=O)NC2CC2)cc1OC1CCN(Cc2ccc(Cl)cc2)CC1	u	x
COc1ccc(CN(CC(=O)NCc2ccccc2)C(=O)CCC(=O)Nc2cc(C)ccn2)cc1	u	x
O=C(c1cccs1)N1CCc2c([nH]c3ccccc23)C1c1ccccn1 (stereo not drawn)	10%	9
NC(=O)C1CCN(c2ncc(C(F)(F)F)cc2Cl)CC1	5%	-1
O=C(CSc1nnc2n1CCCCC2)Nc1ccc(N2CCOCC2)cc1	-8%	2
CCCOc1ccc(C2=CSC3=NCCN23)cc1	-9%	20
CN(C(=O)COC(=O)c1c2c(nc3ccccc13)/C(=C/c1cccc([N+](=O)[O-])c1)CCC2)C1CCS(=O)(=O)C1 (stereo not drawn)	12%	-6
Cc1c(Cl)cccc1NC(=O)CCC(=O)NNC(=O)c1ccccc1	7%	18
CCN1C(=O)/C(=C/c2cccs2)SC1=Nc1ccc(OC)cc1	u	x
O=S(=O)(NCC1CCCO1)c1cnc(Cl)c(Br)c1 (stereo not drawn)	2%	15
CCN(CC)C(=O)C(=O)Nc1ccc(OC)c(Cl)c1	-4%	15
COc1ccc(S(=O)(=O)N2CCN(C(=O)C3COc4ccccc4O3)CC2)cc1 (stereo not drawn)	u	x
O=C1C2C3CC(C2C(=O)N1c1cccc(Cl)c1)[C@H](O)C3O (stereo partly drawn)	-11%	4
CCS(=O)(=O)N1CCN(C(=O)c2ccccc2[N+](=O)[O-])CC1	24%[9.22 µM]	5
CCOc1ccc2nc(NC(=O)/C=C/c3ccc4c(c3)OCO4)sc2c1	u	x
COc1ccc(C2CC(c3ccc(Cl)c(Cl)c3)Nc3nc(N)nn32)cc1 (stereo not drawn)	-9%[9.22 µM]	5
CCc1nc(SCC(=O)Nc2cccc(C(F)(F)F)c2)c2c(=O)n(C)c(=O)n(C)c2n1	u	x
CSc1ncccc1C(=O)N1CCN(C(=O)c2ccccc2)CC1	i	-14
O=C(CSc1ncnc2c1oc1ccccc12)N1CCc2ccccc2C1	u	x
Cn1c(=O)c2c(ncn2CC(=O)Nc2nc(-c3ccccc3Cl)cs2)n(C)c1=O	16%	-19
COc1cccc(C(=O)C2=NN(C(C)=O)CC2c2ccco2)c1 (stereo not drawn)	1%	1
O=C1/C(=C\c2ccco2)SC(=S)N1c1ccccc1	u	x
COc1ccc(C2=NOC(C(=O)Nc3ccc4c(c3)OCCO4)C2)c(OC)c1 (stereo not drawn)	-7%	-18
O=C(CN1C(=O)c2ccccc2C1=O)NCCc1c[nH]c2ccc(Cl)cc12	u	x
CN(C)S(=O)(=O)Nc1cc(Cl)cc(Cl)c1	18µM*	-41*
CCN(CC)S(=O)(=O)c1ccc(N2CCCC2)c(NC(=O)c2ccc(OC)cc2OC)c1	i	x
Nc1cc2nsnc2cc1Br	i	-19

14 of the compounds above, with values under each structure:
Sequence of screens: S3 lipid droplet | S3 lipid droplet cell count max
- CCN(Cc1ccccc1)C(=O)COC(=O)CNC(=O)c1ccc(C)s1
  u | x
- CCOc1ccc(NC(=O)CN(C)c2nnnn2-c2ccccc2)cc1OCC
  24% | -9
- O=C(NCc1cccnc1)C(=O)N/N=C/c1ccc([N+](=O)[O-])cc1
  u | x
- COc1ccc(NC(=S)N2CCc3ccccc3C2)cc1
  u | x
- CC(C)c1cc(C(N)=O)c(NC(=O)c2cccc(COc3ccc(Cl)cc3)c2)s1
  u | x
- O=C(Nc1cccc(Cl)c1)N1CCc2ccccc2C1
  u | x
- CCN(CC)S(=O)(=O)c1ccc(N2CCOCC2)c(NC(=O)COc2ccc(Cl)cc2)c1
  u | x
- Cc1cc(/C=C2/C(=N)N3C(=NC2=O)SN=C3S(C)(=O)=O)c(C)n1-c1ccc(F)cc1
  u | x
- O=C(CCc1nc(-c2ccc(Cl)cc2)no1)NC1CCCC1
  i | x
- COc1ccccc1/C=N/n1nnnc1N
  i | x
- CC(CCc1ccccc1)NC(=O)CC(C)c1ccccc1 (stereo not drawn)
  u | x
- COCCN1CCN(C(=O)C2CCC(=O)N(Cc3ccc(Cl)cc3)C2)CC1 (stereo not drawn)
  -8% | -20
- O=C(O)c1ccc(Nc2nc3ccccc3nc2NS(=O)(=O)c2ccc(F)cc2)cc1
  u | x
- COC(=O)c1ccc(C(=O)OC)c(NC(=O)CN(C)Cc2cccc(Cl)c2Cl)c1
  u | x

Further results
SMILES	S3 lipid droplet	S3 lipid droplet cell count max
O=C(Oc1cccnc1)c1cc2ccccc2oc1=O	-15%	8
O=C(CSc1nc(O)cc(=O)n1-c1ccccc1)NCc1ccccc1	u	x
O=C(C1=NN[C@@H]2C(=O)N(Cc3ccccc3)C(=O)[C@H]12)c1ccc([N+](=O)[O-])cc1	-17%	-15
CCOc1ccc(-n2c(SCc3ccc([N+](=O)[O-])cc3)nnc2-c2ccc(OC)cc2)cc1	19%	12
COc1ccc(/C=N/Nc2nc(-c3cccc(S(=O)(=O)N4CCCC4)c3)cs2)c(OC)c1	i	2
O=C(c1cn(CC(=O)N2CCCCC2)c2ccccc12)C1CC1	-2%	5
Cc1ccc(N(C(C)C(=O)N2CCCCC2)S(C)(=O)=O)cc1C (stereo not drawn)	u	x
O=C(COC(=O)c1ncc(Cl)c(Cl)c1Cl)Nc1ccccc1OC(F)F	0%	-5
O=C(c1cc(-c2ccc(Cl)cc2)n[nH]1)N1CCN(C(=O)c2ccco2)CC1	u	x
CCn1c(C)c(C(C)=O)c(N2CCN(c3ccccn3)CC2)nc1=S	u	x
COc1cc(OC)cc(C(=O)NNC(=O)c2ccc(S(=O)(=O)N3CC(C)OC(C)C3)cc2)c1 (stereo not drawn)	u	x
CC[C@H](C)C(N)c1cn(C(CCCN=C(N)N)C(=O)N2CCNCC2)nn1 (stereo partly drawn)	u	x
COc1ccc(-c2csc(Nc3ccc(C)cn3)n2)cc1	-18%	6
